# HT1080 IDH1KD tx – qHTS for induction of synthetic lethality in tumor cells producing 2HG: qHTS for the HT-1080-IDH1KD cell line; HT-1080 IDH1 knockdown viability, ATP luminescence, 48 h; Potency, µM (top dose mostly 46.1 µM), for the others: at the top dose activity, negative = toxicity, hits mostly cytotoxic; hit rate 2% among 360,000; AID 686971, 2013;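 also: potency is read from the fitted curve at half-maximal effect; 0% = DMSO wells and -100% = cell-free medium wells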
#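 After a 2 h attachment period, IDH1KD HT-1080 cells took pin-transferred compound for 48 h at 37 °C; ATP-based luminescence after 10 min room-temperature reagent incubation reported viability.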
# HT1080-NT tox – qHTS for induction of synthetic lethality in tumor cells producing 2HG: qHTS for the HT-1080-NT fibrosarcoma cell line. hit rate 1.6% among 360,000. HT-1080-NT fibrosarcoma viability, CellTiter-Glo ATP luminescence, 48 h. Potency, µM (top dose mostly 46.1 µM), without a hit: at the highest dose activity, negative = less viability, usual class: cytotoxic;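 also: NT is the 2HG producing partner of a matched IDH1 knockdown line; potency is read from the fitted curve at half-maximal effect; 0% = DMSO-treated cells and -100% = media-only wells without cells; nearly all actives have a fitted effect of over 55% in size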
#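 HT-1080-NT; 750 cells/well; 5% FBS RPMI; 48 h compound, 37 degrees C; CellTiter-Glo luminescence; curve fitting and curve-class assignment.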
# DRD3 antagonist – qHTS of D3 Dopamine Receptor Antagonist: qHTS; D3R cells, DiscoveRx beta-arrestin luminescence, antagonist mode; stronger effect = lower value; max response, negative = inhibition, %; hit rate 2.5% among 360,000; AID 652054, 2013; in the data active = max response below about -50%; inconclusive = no clear call, values can overlap the other calls; also: % is scaled to controls: 0 for no effect and ±100 for the full control effect; mostly tested at two doses, the higher about 12 µM
# Target sequence (P35462 whole entry, looked up): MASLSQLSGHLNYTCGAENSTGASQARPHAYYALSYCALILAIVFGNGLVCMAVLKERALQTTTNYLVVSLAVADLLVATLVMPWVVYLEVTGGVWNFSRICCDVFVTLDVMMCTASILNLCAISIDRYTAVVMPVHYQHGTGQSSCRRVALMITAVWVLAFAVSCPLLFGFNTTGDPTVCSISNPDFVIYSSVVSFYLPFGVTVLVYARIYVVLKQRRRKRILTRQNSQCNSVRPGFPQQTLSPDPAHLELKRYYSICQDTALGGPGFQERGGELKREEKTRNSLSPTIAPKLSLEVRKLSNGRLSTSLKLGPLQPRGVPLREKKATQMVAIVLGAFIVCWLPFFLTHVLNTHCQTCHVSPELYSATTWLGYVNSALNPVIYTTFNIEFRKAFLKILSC
#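 Cells expressing the human receptor were seeded at 1500 cells/well, incubated overnight at 37 degrees C in 5% CO2, then exposed to library compounds with dopamine controls for 90 minutes at 37 degrees C before luminescent detection.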
# KB-V1 cytotox – qHTS assay for MDR1-selective chemotherapeutics: Primary screen using the drug-selected MDR subline cells KB-V1 | KB-V1 MDR cells viability, CellTiter-Glo, 72 h | Potency, µM (doses to about 46.1 µM), without a hit: at the top dose activity change, negative = cytotoxicity, actives largely listed as cytotoxic | hit rate 3.4% among 400,000; also: potency is read from the fitted curve at half-maximal effect; % is scaled to controls: 0 for no effect and ±100 for the full control effect; nearly all actives have a fitted effect of over 60% in size
#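 Potencies derive from concentration-effect curves fitted to normalized luminescence (CellTiter-Glo) of KB-V1 cells treated for 72 h at 37 degrees C in phenol-red-free DMEM containing 10% FBS.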
# KB-3-1 cytotox – qHTS assay for MDR1-selective chemotherapeutics: Primary screen using the parental adenocarcinoma cell KB-3-1; KB-3-1 viability, CellTiter-Glo ATP luminescence, 72 h; Potency, µM (titrated, usually from 46.1 µM), without a hit: at the top dose activity change, negative = cytotoxic, most hits filed as cytotoxic; hit rate 1.4% among 400,000; also: potency is read from the fitted curve at half-maximal effect; % is scaled to controls: 0 for no effect and ±100 for the full control effect; nearly all actives have a fitted effect of over 60% in size
#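 Screening of KB-3-1 cells (DMEM, 10% FBS, phenol-red free) ran from lowest to highest compound concentration; after 72 h at 37 °C viability was read luminescently and curves fitted.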
# IL1B secr inh – qHTS for Inhibitors of Inflammasome Signaling: IL-1-beta AlphaLISA Primary Screen; AID 743279, 2014; hit rate 4.7% among 360,000; THP-1 LPS/ATP IL-1B secretion, AlphaLISA, 16 h; stronger effect = lower value; activity change, % at 57.5 µM; in the data active = activity change below about -50%; inconclusive = mostly about -30% to -49%; also: % is scaled to controls: 0 for no effect and ±100 for the full control effect
#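 THP-1 cells pretreated 1 hr with compounds (up to 57.5 uM final), then stimulated with LPS (250 ng/mL final) plus ATP (1.25 mM final); secreted IL-1B measured by AlphaLISA after 16 hr, decreased signal indicating inhibition.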
# SW480 rerep – A quantitative high throughput screen for small molecules that induce DNA re-replication in SW480 colon adenocarcinoma cells; hit rate 1.8% among 340,000; Potency, µM (top dose mostly 46.1 µM), inactives show at the top dose re-replication activation, usual class: activators; AID 624297, 2012; SW480 DNA re-replication, Hoechst DNA content imaging, 48 h; also: potency is read from the fitted curve at half-maximal effect; % of control where 0% means no effect; nearly all actives have a fitted effect of over 55% in size
#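 250 cells/well; 23 nL cpd via pin tool; 48 hr, 37 C, 5% CO2; Hoechst 40 min; imager read of total nuclear intensity, ex 405/em 500-530 nm.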
# D3 ag – qHTS of D3 Dopamine Receptor Agonist: qHTS. D3R DiscoveRx beta-arrestin cells, luminescence, 90 min. AID 652048, 2013. max activation, %. hit rate 0.58% among 410,000; in the data active = max activation above about 30%; also: 0% is about no effect; mostly tested at two doses, the higher about 12 µM
#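 Agonist-mode cell screen: cells plated at 1500/well and incubated overnight at 37 °C, then exposed to library compounds for 90 min at 37 °C. Detection reagent was added for 30–60 min at room temperature, and luminescence was read.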
# GLP1R ag – qHTS of GLP-1 Receptor Agonists | Potency, µM (top dose mostly 45.6 µM), without a hit: at the highest dose activation, hits mostly activators | hit rate 0.007% among 380,000 | HEK293 GLP-1R CRE-luciferase, luminescence, 4-6 h; cells express a hypersensitive GLP-1R form; also: potency is read from the fitted curve at half-maximal effect; % of control where 0% means no effect
# Target sequence (P43220 whole entry, looked up): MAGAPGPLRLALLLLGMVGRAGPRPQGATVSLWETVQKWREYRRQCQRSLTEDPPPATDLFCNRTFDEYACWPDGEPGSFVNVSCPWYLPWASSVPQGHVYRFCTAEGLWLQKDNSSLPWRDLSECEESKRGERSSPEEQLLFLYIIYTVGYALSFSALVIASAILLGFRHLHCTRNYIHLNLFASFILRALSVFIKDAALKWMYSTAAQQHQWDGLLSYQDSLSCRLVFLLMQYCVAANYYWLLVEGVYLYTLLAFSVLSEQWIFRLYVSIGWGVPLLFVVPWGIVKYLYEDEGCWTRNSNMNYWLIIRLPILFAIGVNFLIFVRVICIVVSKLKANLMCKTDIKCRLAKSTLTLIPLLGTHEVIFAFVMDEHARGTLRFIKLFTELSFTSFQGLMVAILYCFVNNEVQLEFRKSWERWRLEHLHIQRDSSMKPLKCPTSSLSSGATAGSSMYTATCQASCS
# Starred values were filed as active, the others as inactive; ? = inconclusive; · = not tested or not shown; [ ] = dose if it differs, or a comment. Unless noted, calls follow the shape of the dose curve; as a rule, active = well fitted curve in the direction sought with a large enough effect; inconclusive = small, poorly fitted or top-dose-only effect, or another doubt; inactive = no such curve, though single readings can be large; an effect the other way counts as inactive or inconclusive.
# Keys: A = HT1080 IDH1KD tx; B = HT1080-NT tox; C = DRD3 antagonist; D = KB-V1 cytotox; E = KB-3-1 cytotox; F = IL1B secr inh; G = SW480 rerep; H = D3 ag; I = GLP1R ag
1	Cc1ccc(C(C)(C)NC(=O)C2CCC(=O)N(CC3CCCCC3)C2)cc1 (stereo not drawn)
  A: 7.2%; B: 5.5%; C: 10.0; D: -16.7%; E: -7.7%; F: 15.2; G: -17.0%; H: -1.8; I: -3.8%
2	COC(=O)c1ccccc1NC(=O)CSc1nc2nc(C)cc(C)n2n1
  A: ·; B: ·; C: ·; D: ?; E: ?; F: ·; G: ·; H: 5.7; I: -3.9%
3	COc1ccc(N(CC(=O)NCCSCc2ccc(Cl)cc2)S(C)(=O)=O)cc1Cl
  A: -9.9%; B: -2.7%; C: 19.7; D: -10.4%; E: -12.4%; F: 2.5; G: -5.0%; H: 0.4; I: 4.6%
4	COc1cc(C(=O)N(Cc2cccnc2)Cc2cc3cc4c(cc3[nH]c2=O)OCCO4)cc(OC)c1OC
  A: ?; B: -29.4%; C: ?; D: 11.5%; E: -15.7%; F: 7.3; G: -4.0%; H: 15.8; I: ?
5	O=C(O)CC(NS(=O)(=O)c1ccc2c(c1)OCCO2)c1ccccc1[N+](=O)[O-] (stereo not drawn)
  A: 2.8%; B: 2.5%; C: -0.4; D: 11.0%; E: -7.0%; F: 19.1; G: 0.2%; H: 2.1; I: 0.3%
6	C/C(=N\NC(=O)c1ccc(N)cc1)C1CC1
  A: 12.7%; B: 19.5%; C: -3.2; D: ?; E: -1.3%; F: -3.6; G: -2.7%; H: 13.7; I: 0.2%
7	COc1ccc(OC)c(S(=O)(=O)NCC(=O)O)c1
  A: 5.3%; B: 0.7%; C: -4.1; D: 0.0%; E: 4.1%; F: 7.8; G: -1.6%; H: 4.0; I: 4.7%
8	CC1(c2ccc3c(c2)OCCCO3)NC(=O)N(CC(=O)Nc2cccc(C#N)c2)C1=O (stereo not drawn)
  A: 2.7%; B: 1.9%; C: -6.0; D: -5.0%; E: -12.9%; F: 0.3; G: -4.9%; H: 4.8; I: 11.3%
9	CCCCCCCCNC(=O)CCNC(=O)c1ccc(C(C)(C)C)cc1
  A: -6.3%; B: -4.7%; C: 18.2; D: 13µM*; E: -11.6%; F: -29.0; G: 7.4%; H: 2.3; I: -1.4%
10	O=S(=O)(CC(O)(c1ccccc1)c1ccccc1)CC(O)(c1ccccc1)c1ccccc1
  A: -24.2%; B: -20.4%; C: 14.1; D: -7.4%; E: 8.7%; F: 5.1; G: -3.6%; H: 4.4; I: 0.3%
11	Cc1ccsc1/C=N/Nc1ccc(F)cc1F
  A: -13.5%; B: -2.1%; C: -19.0; D: -12.8%; E: 1.3%; F: -18.2; G: 3.9%; H: -2.5; I: 12.1%
12	Cc1cccc(CCNC(=O)CCc2nc(-c3ccccc3F)no2)c1
  A: -9.8%; B: -3.0%; C: -8.5; D: -22.2%; E: -16.3%; F: -4.5; G: -0.1%; H: -5.8; I: 6.1%
13	Cc1cccc(-n2nc(C(=O)Nc3ccccc3)n3c(=O)cc(-c4ccccc4)nc23)c1
  A: 14.4%; B: ?; C: 18.6; D: 14.8%; E: 10.9%; F: -9.4; G: 5.4%; H: 5.1; I: -4.6%
14	CN(C)CCN1C(=O)C(=O)/C(=C(/O)c2ccc3c(c2)OCCO3)C1c1ccccn1 (stereo not drawn)
  A: 14.5%; B: 16.8%; C: 9.1; D: 13.2%; E: 12.3%; F: 5.1; G: -21.8%; H: 0.2; I: -0.6%
15	Cn1cccc1CNCc1ccccc1Cl
  A: -6.7%; B: 3.5%; C: -64.0*; D: -18.2%; E: 20.0%; F: -17.0; G: -1.0%; H: -31.4; I: 0.7%
16	CCn1cc(C(=O)NCCCN(C)c2ccccc2)c(=O)c2cc(S(=O)(=O)N(C)C)ccc21
  A: 7.9%; B: 2.7%; C: -22.3; D: -14.3%; E: -0.2%; F: -4.8; G: 9.5%; H: -0.8; I: 4.7%
17	Cc1ccccc1-n1c(-c2ccc(Br)o2)n[nH]c1=S
  A: -2.7%; B: 6.4%; C: -20.4; D: -7.2%; E: 2.3%; F: 2.2; G: -15.6%; H: -3.9; I: -3.9%
18	COc1cc(OC)cc(C(=O)NCCC(=O)NCCc2ccc(OC)c(OC)c2)c1
  A: 3.6%; B: -0.4%; C: 2.2; D: ?; E: 14.4%; F: 0.0; G: -47.8%[inhibitor]; H: -3.7; I: 0.2%
19	Cc1cccc(N(CC(=O)NC2CCCCC2)C(=O)c2c(C)noc2C)c1
  A: 20.5%; B: 12.4%; C: -4.1; D: -21.1%; E: -1.6%; F: 3.6; G: 0.4%; H: -0.1; I: -4.4%
20	CCC(=O)Nc1ccc(NC(=O)c2cccc(OC)c2)nc1
  A: -4.4%; B: 1.3%; C: 4.4; D: 0.2%; E: -5.0%; F: -18.5; G: -1.2%[9.22 µM]; H: -1.0; I: 6.2%
21	COC(=O)c1ccc(C(=O)OC)c(NC(=O)CN(C)Cc2ccc(Cl)c(Cl)c2)c1
  A: 10.9%; B: 6.2%; C: 8.7; D: ?; E: 14.8%; F: 1.1; G: -9.3%; H: 8.4; I: 3.7%
22	C=CCOc1ccc(C2NC(=O)c3ccccc3O2)cc1OCC (stereo not drawn)
  A: 7.7%; B: 1.3%; C: -1.9; D: 17.4%; E: -2.0%; F: 19.8; G: -0.2%[9.22 µM]; H: -2.1; I: -1.7%
23	COc1cccc(C(O)c2nc(/C=C/c3ccccc3)cs2)c1 (stereo not drawn)
  A: -24.8%; B: 12.7%; C: 27.2; D: 6.0%; E: 0.0%; F: 2.3; G: ·; H: 3.1; I: -0.4%
24	Cc1cc(C(=O)N/N=C/c2ccc3c(c2)OCO3)c(C)o1
  A: ?; B: -24.9%; C: -1.0; D: ?; E: -23.9%; F: -1.5; G: -49.2%[inhibitor]; H: -6.3; I: 15.5%
25	COc1c(F)c(F)cc2c(=O)c(C(=O)O)cn(C3CC3)c12
  A: -7.0%; B: 0.1%; C: -26.6; D: -0.3%; E: -6.1%; F: -7.4; G: -4.0%; H: -14.6; I: 1.0%
26	COc1ccccc1Nc1ccc(N)cc1
  A: -29.0%; B: -10.7%; C: -22.4; D: -10.1%; E: 0.6%; F: ?; G: ?; H: -3.6; I: 8.3%
27	CCCS(=O)(=O)N1CCCC(C(=O)NCC(OC)OC)C1 (stereo not drawn)
  A: 10.4%; B: 3.5%; C: 15.3; D: 5.8%; E: 0.5%; F: 7.8; G: -17.0%; H: 0.7; I: 1.5%

# Whole records, looked up by structure:
# Results for CCn1cc(C(=O)NCCCN(C)c2ccccc2)c(=O)c2cc(S(=O)(=O)N(C)C)ccc21 → HT1080 IDH1KD tx: 7.9%; HT1080-NT tox: 2.7%; DRD3 antagonist: -22.3; KB-V1 cytotox: -14.3%; KB-3-1 cytotox: -0.2%; IL1B secr inh: -4.8; SW480 rerep: 9.5%; D3 ag: -0.8; GLP1R ag: 4.7%
# Results for COc1cc(C(=O)N(Cc2cccnc2)Cc2cc3cc4c(cc3[nH]c2=O)OCCO4)cc(OC)c1OC → HT1080 IDH1KD tx: ?; HT1080-NT tox: -29.4%; DRD3 antagonist: ?; KB-V1 cytotox: 11.5%; KB-3-1 cytotox: -15.7%; IL1B secr inh: 7.3; SW480 rerep: -4.0%; D3 ag: 15.8; GLP1R ag: ?
# Results for O=S(=O)(CC(O)(c1ccccc1)c1ccccc1)CC(O)(c1ccccc1)c1ccccc1 → HT1080 IDH1KD tx: -24.2%; HT1080-NT tox: -20.4%; DRD3 antagonist: 14.1; KB-V1 cytotox: -7.4%; KB-3-1 cytotox: 8.7%; IL1B secr inh: 5.1; SW480 rerep: -3.6%; D3 ag: 4.4; GLP1R ag: 0.3%
